Assay outcomes (PubChem)
M1 PAM parental = M1 PAM counterscreen hit in parental CHO-K1 cells; ATP EC20, Fluo-8 calcium fluorescence; 0% at ATP EC20, 100% at ATP max; activation, % at 3 µM; 0.02% of 360,000 active; AID 602247;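 active = activation above the run cutoff, the mean activation of all test compounds plus 3 SD, cut at about 40% in these data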;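 also: peak over basal fluorescence ratio in a 140 s read after ATP addition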
TAAR1 agonist = human TAAR1 agonism; Q96RJ0; CHO RD-HGA16 TAAR1, Fluo-8 calcium fluorescence; vehicle wells 0%, saturating PEA agonist 100%; activation, % at 3 µM; 0.99% of 360,000 active; AID 624467;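 active = activation above the mean activation of all test compounds in the run plus 3 SD, cut at about 38% in these data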
Target sequence (Q96RJ0 whole entry, looked up): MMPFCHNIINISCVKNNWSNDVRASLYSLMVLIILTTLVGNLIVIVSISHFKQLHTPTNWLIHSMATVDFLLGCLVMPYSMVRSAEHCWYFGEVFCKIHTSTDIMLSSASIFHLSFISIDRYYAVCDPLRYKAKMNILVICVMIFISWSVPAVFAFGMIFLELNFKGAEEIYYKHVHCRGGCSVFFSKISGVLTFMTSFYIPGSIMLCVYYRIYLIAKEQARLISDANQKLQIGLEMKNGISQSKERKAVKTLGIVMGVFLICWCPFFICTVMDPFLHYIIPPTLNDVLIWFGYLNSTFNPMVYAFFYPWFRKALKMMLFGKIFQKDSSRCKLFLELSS
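Repeats: no replicates (n 1) | Material: CHO-derived RD-HGA16 cells with stable Gα16 and human TAAR1 | Technique: Kinetic Fluo-8 calcium fluorescence | Schedule: 17-24 h seeding, 75 min 37 °C dye, 30 min RT | Evaluation: % activation from peak over basal fluorescence ratio, DMSO-to-PEA scaled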
CHO-K1 Ca ag = counter-screen for M1 agonists: effect in parental CHO-K1 cells. AID 602248. activation, % at 3 µM. Fluo-8 calcium fluorescence; scaled to maximal ATP response, vehicle zero. 0.48% of 360,000 active; in the data active = activation above about 15%;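 also: untransfected CHO-K1 host cells lacking M1 receptor as counterscreen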
M1 ag = activates human CHRM1 receptor | P11229 | CHO-K1 hM1, Fluo-8 calcium fluorescence, agonist mode; 0% DMSO, 100% acetylcholine EC100 | activation, % at 3 µM | 0.33% of 360,000 active;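 active = activation above the run's mean compound activation plus 3 SD, cut at about 16% in these data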;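 also: peak over basal fluorescence ratio within a 140 s kinetic read after compound addition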
M1 antag = antagonists of human M1 muscarinic receptor | inhibition, % at 3 µM | AID 588852 | P11229 | CHO-K1 hM1, Fluo-8 calcium fluorescence, ACh EC80 antagonist | 1.3% of 360,000 active;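 active = percent inhibition above its own plate's cutoff, namely the mean of that plate's compound wells plus 3 SD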;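 also: peak over basal fluorescence ratio during 140 s after agonist addition; 0% = ACh EC80 plus DMSO and 100% = DMSO alone without agonist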
CHO parental Ca = counter-screen for OX1R antagonists: effect in parental CHO cells; parental CHO-K1, ATP-induced calcium, Fluo-8 fluorescence; inhibition, % at 5.6 µM; 0.63% of 330,000 active;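 active = inhibition above that plate's mean sample inhibition plus 3 SD, cut at about 26% in these data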;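 also: 0% = ATP-challenged DMSO wells and 100% = DMSO wells without ATP; some compounds past the cut are filed as inactive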
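Material: Parental CHO cells | Reagent: ATP | Compound dosing: Single nominal dose of 5.6 µM per compound | Detection: Intracellular calcium via Fluo-8 no-wash fluorescent dye | Read-out: % inhibition of ATP-induced calcium mobilization | Benchmarks: Low control ATP plus DMSO, high control DMSO only | Replicates: Singlicate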
TAAR1 antagonist = human TAAR1 antagonism | Q96RJ0 | CHO RD-HGA16 TAAR1, Fluo-8 calcium fluorescence, antagonist | inhibition, % at 3 µM | 1.5% of 360,000 active | AID 624466;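 active = inhibition above a per-plate cutoff, the mean inhibition of test compounds on that plate plus 3 SD, cut at about 49% in these data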;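 also: 0% = DMSO plus EC80 beta-PEA response and 100% = DMSO alone without agonist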
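Material: CHO RD-HGA16 cells bearing hTAAR1; compound dosing: one-point dosing, 3 µM nominal final; schedule: dye loading 75 min at 37 °C, then 30 min room temperature; measured by: calcium fluorescence with Fluo-8; control set: vehicle and agonist controls; replication: n of 1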
OXTR potentiator = potentiates the human oxytocin receptor response; P30559; CHO-OTR cells, Fluo-8 calcium fluorescence, potentiator mode; 0% = oxytocin EC15, 100% = EC100; activation, % at 3 µM; 0.061% of 320,000 active;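 active = activation above that plate's cutoff, the mean activation of tested compounds plus 3 SD, cut at about 6.6% in these data, passing the limit was not always enough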;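 also: 100% uses oxytocin at 75 nM as the full agonist control; some results filed as inactive read as strong as hits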
Target sequence (P30559 whole entry, looked up): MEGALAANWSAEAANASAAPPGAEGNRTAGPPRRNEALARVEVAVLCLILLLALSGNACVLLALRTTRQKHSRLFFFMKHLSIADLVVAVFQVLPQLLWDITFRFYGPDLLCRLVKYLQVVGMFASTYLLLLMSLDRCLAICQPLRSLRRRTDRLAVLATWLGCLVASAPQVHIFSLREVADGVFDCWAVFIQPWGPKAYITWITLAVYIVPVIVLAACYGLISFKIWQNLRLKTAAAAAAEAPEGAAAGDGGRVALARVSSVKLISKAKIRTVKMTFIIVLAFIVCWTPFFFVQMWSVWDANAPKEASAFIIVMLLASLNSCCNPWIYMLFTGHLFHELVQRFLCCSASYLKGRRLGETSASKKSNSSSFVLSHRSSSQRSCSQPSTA
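Material: CHO-OTR cells, human receptor; compound dosing: single dose, 3.0 µM nominal final compound concentration; schedule: 6 min compound pre-incubation at room temperature, 100 s kinetic read; measured by: kinetic Fluo-8 calcium fluorescence; read-out basis: % activation vs EC15 and EC100 oxytocin; controls: EC15 oxytocin alone as 0%, 75 nM oxytocin as 100%; replicates: singlicate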
CHO-K1 Ca antag = counter-screen for M1 antagonists: effect in parental CHO-K1 cells; ATP-induced calcium, Fluo-8 fluorescence; 0.6% of 360,000 active; inhibition, % at 3 µM;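 active = inhibition above a per-plate cutoff, the plate's mean sample inhibition plus 3 SD, cut at about 24% in these data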;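 also: 0% = DMSO plus EC80 ATP and 100% = DMSO alone without ATP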
Active calls of the source: *; . = no result given.

SMILES	M1 PAM parental	TAAR1 agonist	CHO-K1 Ca ag	M1 ag	M1 antag	CHO parental Ca	TAAR1 antagonist	OXTR potentiator	CHO-K1 Ca antag
Cc1nn2c(-c3cccnc3)ccnc2c1-c1ccccc1	-6	10	2.9	-3	-4	-12	20	-8	4
O=C(CN1CCCCCC1)Nc1ccc(Cl)cn1	-9	5	0.1	-5	-3	-18	-25	1	11
Cn1nc(C(=O)NNC(=O)Cc2ccc(S(=O)(=O)N3CCOCC3)s2)c2ccccc2c1=O	13	4	0.5	-4	-7	.	7	.	-23
COc1cccc(NC(=O)CCc2nnc3ccc(N4CCC(C)CC4)nn23)c1	16	2	-0.3	-5	-10	-21	-10	-7	-17
COCCCN(C(=O)c1cccnc1SC)c1c(N)n(Cc2ccccc2)c(=O)[nH]c1=O	15	2	0.6	-3	-4	0	-15	-3	-4
Cc1ccc(Oc2nc(-c3ccccc3)ncc2S(=O)(=O)c2ccc(C)cc2)cc1	6	1	0.7	-3	1	-15	-8	-12	-9
COc1ccc(CN(C)C(C)C(=O)Nc2ccc([N+](=O)[O-])cc2Cl)cc1OC (configuration not stated)	23	-2	0.8	-10	13	0	7	-8	-6
CC(=O)Nc1ccc(S(=O)(=O)NC2=NCN(C)CN2)cc1	29	8	0.8	-7	-9	-2	-10	-3	-11
CCCCn1c(NCc2ccncc2)nc2ccccc21	10	2	0.7	-1	-7	0	-9	-13	-10
COc1ccc2nc3sc(C(=O)NCCN4CCc5ccccc5C4)cc3cc2c1	23	7	1.6	-7	-2	-13	-6	-1	-12
CCOc1ccc2c(c1)C(c1ccc(C)cc1)=NNC(c1ccc(OC)cc1)=N2	26	2	-0.2	0	-25	-12	5	-7	-17
Cc1ccccc1CN1CCc2c(OCC(=O)N3CCCc4ccccc43)cccc2C1=O	14	12	8.2	-4	20	-2	72*	-7	6
O=C(Cn1ncc2c3ccccc3n(Cc3ccc(F)cc3)c2c1=O)N1CCN(c2ncccn2)CC1	8	9	1.6	-2	0	-9	7	-1	-11
COc1cccc(/C=N/NC(=O)C[n+]2ccccc2)c1O	-13	1	-0.5	-8	13	-4	-12	-1	20
CC(=O)NC(N(C#N)c1nc(Cl)nc(N(C)C)n1)C(Cl)(Cl)Cl (configuration not stated)	-10	1	-0.1	-2	-12	-1	9	1	4
COc1ccc(Cl)cc1Nc1cc(C)nc2ccccc12	11	2	4.4	-7	-6	-7	-5	-4	-2
CN(Cc1ccccc1)C(=O)c1nn2cccnc2c1Cl	20	0	0.5	-1	-14	-6	-1	-6	-19
CN(C(=O)c1ccccn1)C1(C(=O)NC2CCCCC2)CCCCC1	20	2	0.8	-1	-7	-4	7	-5	-12
N#CCCN(C(=O)CO/N=C/c1cccc([N+](=O)[O-])c1)c1ccccc1	12	11	1.0	-5	-9	9	-6	-4	-15
C=CCNCCCCOc1ccc(Br)cc1C	20	15	3.5	-10	6	-5	6	-7	1
CC(C)c1nc2sc(C(=O)O)c(N)c2c2c1CCCC2	12	-1	0.1	-4	-7	-18	-11	2	-13
O=C(N/N=C/c1cccnc1)c1cc(-c2ccccc2Cl)nc2ccccc12	-14	5	1.1	-2	-3	-27	-8	-6	0
COC(=O)N/N=C\C=C\c1ccc2c(c1)OCO2	-6	5	-0.2	-1	-1	-4	-9	-3	16
Cc1cc(C)cc(C(=O)N2CCN(c3ccccn3)CC2)c1	18	2	1.9	-5	12	-13	-32	-6	-19
O=C(CN1C(=O)NC2(CCCCCC2)C1=O)NCc1ccc(Cl)cc1	7	-2	0.1	-3	-11	-19	-12	-1	-17

Looked up above:
COC(=O)N/N=C\C=C\c1ccc2c(c1)OCO2 in CHO-K1 Ca ag is entered as -0.2
Cc1cc(C)cc(C(=O)N2CCN(c3ccccn3)CC2)c1 in M1 PAM parental is entered as 18

(next part)
SMILES	M1 PAM parental	TAAR1 agonist	CHO-K1 Ca ag	M1 ag	M1 antag	CHO parental Ca	TAAR1 antagonist	OXTR potentiator	CHO-K1 Ca antag
CC1CCCN(C(=O)COc2ccc(NC(=O)c3cccs3)cc2)C1 (configuration not stated)	19	-1	0.7	-8	-10	-15	-6	2	-5
O=C(Nc1ccnn1C1CCN(Cc2cccnc2)CC1)c1ccccc1Cl	5	1	0.8	-5	-11	-5	1	-2	0
C/C(=N\NC(=O)C1(C)CC1(Br)Br)c1ccc([N+](=O)[O-])cc1 (configuration not stated)	-6	10	-0.2	-4	-4	-3	1	-11	4
COc1ccc(/C=C/C(=O)CCC(=O)O)cc1	23	6	2.0	-4	-4	7	2	-15	-2
CC(=O)c1ccc(NC(=O)CN2CCN(S(=O)(=O)c3ccc4c(c3)OCCO4)CC2)cc1	-6	0	0.2	-8	7	.	0	.	-3
O=C(O)[C@H](Cc1ccccc1)NC(=O)N1CCCCCC1	10	4	3.2	0	-14	4	3	-9	-5
O=C(NCC1(O)CCCCC1)C1CCC(=O)N(CCc2ccccc2)C1 (configuration not stated)	1	2	0.1	-3	-3	0	-29	-4	-1
COc1nnc(-c2ccc(C)c(S(=O)(=O)NCCO)c2)c2ccccc12	21	13	0.4	-1	-12	-12	-16	-11	-12
Cc1cc(C)cc(C(=O)NCC(=O)OCC(=O)N2CCN(S(=O)(=O)c3ccc4ccccc4c3)CC2)c1	8	6	-0.6	-9	-2	-17	-5	-2	-8
CCCCOC(=O)c1ccc(NC(=O)COC(=O)C2CC2C)cc1 (configuration not stated)	12	1	2.2	-4	-18	.	5	.	-14
COC(=O)C1=C(C)N(C(C)C)C(=O)C1(NC(=O)C1CCCCC1)C(F)(F)F (configuration not stated)	13	8	-0.2	-3	-6	-3	3	-9	-11
CCSc1nnc(NC(=O)CSc2nnc(CNC(=O)c3ccc(OC)cc3)o2)s1	-13	1	-0.2	-3	-6	-2	-13	-3	16
CCCCN(C)C(=O)c1ccc(Nc2nc(C(N)CCc3ccccc3)cs2)nc1 (configuration not stated)	-1	18	0.8	-7	-3	.	-6	.	-4
CCN1CCN(C(=S)NC(=O)/C=C/c2cccs2)CC1	28	1	0.8	-5	-8	-24	-11	-18	-17
CCNc1nc(Oc2ccc(C(=O)OC)cc2)nc(N(C)C)n1	9	6	0.3	-4	2	-16	-20	-15	-7
Cc1cc(-c2ccccc2)n(-c2cc(N/N=C/c3ccccc3O)ncn2)n1	-1	9	1.5	-6	6	-1	46	-5	5
CC1(C(=O)NS(=O)(=O)c2ccccc2Cl)CCN1C(=O)C1(c2ccccc2)CC1 (configuration not stated)	-4	8	0.2	-4	-9	.	11	.	-4
COc1ccc(N2CCN(C(=O)c3cccnc3SCc3cccc(Br)c3)CC2)cc1	-1	6	1.3	-5	-6	-17	13	-13	-12
CCc1cc2c(SCC(=O)O)ncnc2s1	19	11	0.3	-4	-13	-1	-6	-5	-2
COc1cc(C(=O)NCCC(=O)NCCN2CCOCC2)cc(OC)c1OC	12	.	0.2	-1	9	-11	.	-7	-7
O=C(NC(C(=O)N/N=C/c1c2ccccc2cc2ccccc12)c1n[nH]c(=O)c2ccccc12)c1ccccc1 (configuration not stated)	10	11	1.1	2	-2	-16	24	-8	5
O=C(CN1CCN(C(=O)c2c(F)cccc2F)CC1)Nc1ccccc1F	25	6	1.0	-4	-28	-13	-10	-6	-14
Cc1ccc(COC[C@H](CC(C)C)N2CCN(C(=O)c3cccc(C(F)(F)F)c3)CCC2=O)cc1	2	-2	1.2	.	.	.	-15	.	-19
Cc1nc(C)c(C(=O)Nc2ccc(Oc3ccccc3)cc2)o1	0	2	13	-4	10	-8	23	-14	-12
Cc1ccc(OCC(=O)Nc2ccc3c(c2)C(=O)N(CCC(=O)O)C3=O)cc1	12	0	1.7	-1	-6	-10	-25	-3	-12

Next part:
SMILES	M1 PAM parental	TAAR1 agonist	CHO-K1 Ca ag	M1 ag	M1 antag	CHO parental Ca	TAAR1 antagonist	OXTR potentiator	CHO-K1 Ca antag
CCN(CC)c1ccc(NC(=O)COc2ccccc2C#N)cc1S(=O)(=O)Nc1ccccc1OC	16	3	2.5	-6	3	10	14	-15	11
Cc1nc(Cl)sc1C(=O)NC(C)c1ccc(Cl)cc1 (configuration not stated)	12	1	7.8	-6	-3	-7	6	-6	-7
NNS(=O)(=O)c1ccc2c(c1)Cc1cc(S(=O)(=O)NN)ccc1-2	15	1	0.3	-3	-4	-11	-3	-7	-5
CC/C(=N\N=C(/CC)c1ccccc1N)c1ccccc1N	12	0	0.6	-2	-6	1	-27	-2	-9
Cc1nn(CCOc2cccc(Br)c2)c(C)c1[N+](=O)[O-]	26	-1	0.3	-5	-5	6	-1	-8	-22
CC(C)C(C)N(Cc1ccc(C(=O)O)cc1)C(=O)c1ccc2ccccc2n1 (configuration not stated)	-27	5	-0.1	-3	5	-14	-3	-3	17
CCCC(=O)NC(=S)Nc1cccc(-c2nc3ncccc3o2)c1	13	9	2.3	-6	-5	-16	10	2	-4
O=C(CCc1ccccc1)NNC(=O)c1ccc(F)cc1	22	1	0.9	-4	-6	-6	-8	-3	-5
CCCC[C@@H]1C=C(C(=O)O)[C@H](c2ccc(C#N)cc2)N1S(=O)(=O)c1ccc(C)cc1	31	0	0.3	-2	-12	-13	-26	-8	-16
O=C(CCN1C(=O)S/C(=C\C=C\c2ccccc2)C1=O)Nc1ccc(O)cc1	-5	18	3.8	0	3	-4	20	-8	-5
Cc1ccc(/C=N/n2nnnc2N)cc1	10	-1	-0.3	0	-7	-14	-13	-3	-9
O=C(C[n+]1ccc(C(=O)NCc2ccccc2)cc1)c1ccc2c(c1)OCCO2	-12	1	0.7	-7	4	-5	0	-9	2
CC(C)COC(=S)Nc1ccccc1	22	1	0.2	-5	-5	-3	23	-2	-14
COC(=O)C1=C(C)N(c2ccc(F)cc2)/C(=C/c2ccc(O)cc2)C1=O	16	6	0.2	-3	-11	-4	18	-4	-10
Cc1ccc(-n2nnnc2-c2cnn(-c3ccc(F)cc3)c2C(F)(F)F)cc1	16	2	4.3	-2	12	11	-9	-20	-10
Cc1ccc(/C=C2\CCC3=C2OC(N)=C(C#N)C3c2ccc(C)cc2)cc1 (configuration not stated)	-12	.	16*	27*	50*	41*	.	-24	35*
COc1ccc([C@H]2CC(=O)C=C(c3ccc(C)cc3)C2)cc1	8	19	0.0	-6	3	-19	46	-6	-15
Cc1c(Cl)cccc1-n1c(SCC(=O)NCc2cccs2)nnc1-c1ccncc1	16	6	0.4	-3	-13	-21	3	2	1
CCCN1C(=O)S/C(=C\c2ccc(N3CCOCC3)o2)C1=O	6	56*	0.1	-2	6	-16	40	4	10

Compounds as they come; 4.2% or so of the library scored in one or more.
